Bioassay records as filed in PubChem BioAssay.
GDH-TPI counter – counter-screen for M. tuberculosis FBA inhibitors: GDH-TPI coupled enzymes; GDH-TPI coupled enzyme counterscreen, NADH absorbance; inhibition, % at 4.8 µM; 360,000 tested, 1.2% active; AID 588335;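 note: 0% = DMSO wells and 100% = wells lacking the enzyme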
Mtb BioA inh – inhibitors of Mycobacterium tuberculosis BioA enzyme. purified M. tuberculosis BioA enzyme, plate reader. inhibition, % at 9.99 µM. 360,000 tested, 0.096% active; in the data active = inhibition above about 40%; inconclusive = no clear call, values can overlap the other calls
CCHF vOTU inh – CCHFV vOTU protease inhibition. Pep-AMC fluorescence. inhibition, % at 11.5 µM. 370,000 tested, 0.55% active. AID 651958; note: 0% = vehicle wells with enzyme and 100% = no enzyme wells
Mtb UGM inh – inhibitors of M. tuberculosis UDP-galactopyranose mutase. P9WIQ1. purified UGM, fluorescence polarization probe displacement. inhibition, % at 10 µM. 320,000 tested, 0.06% active. AID 504406; in the data active = inhibition above about 10%, passing the limit was not always enough; inconclusive = no clear call, values can overlap the other calls
Target sequence (P9WIQ1 whole entry, looked up): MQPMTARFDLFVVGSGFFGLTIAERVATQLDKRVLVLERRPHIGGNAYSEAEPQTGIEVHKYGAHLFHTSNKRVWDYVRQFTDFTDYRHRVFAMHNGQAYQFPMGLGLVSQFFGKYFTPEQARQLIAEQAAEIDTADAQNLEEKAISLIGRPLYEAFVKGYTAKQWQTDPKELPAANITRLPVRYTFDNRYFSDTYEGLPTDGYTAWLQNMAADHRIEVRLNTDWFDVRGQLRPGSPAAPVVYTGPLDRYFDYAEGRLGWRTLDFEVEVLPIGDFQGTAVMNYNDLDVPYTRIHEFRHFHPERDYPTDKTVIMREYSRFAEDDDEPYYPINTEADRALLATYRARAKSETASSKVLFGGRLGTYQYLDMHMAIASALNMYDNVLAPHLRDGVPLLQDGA
BoNT-A LC inh2 – BoNT A light chain protease inhibition; multiplex microsphere protease substrate cleavage, flow cytometry; 360,000 tested, 0.17% active; inhibition, % at 10 µM; in the data active = inhibition above about 30%; inconclusive = no clear call, values can overlap the other calls; note: plate controls were buffer without enzyme for full effect and enzyme alone for no effect
FadD28 binding – inhibitors of Mycobacterium tuberculosis FadD28 bisubstrate binding; FadD28 bisubstrate probe binding, fluorescence polarization; inhibition, % at 12.5 µM; 360,000 tested, 0.22% active; in the data active = inhibition above about 8.5%, passing the limit was not always enough; inconclusive = no clear call, values can overlap the other calls
FBA Mtb inh – inhibitors of M. tuberculosis fructose-bisphosphate aldolase; purified M. tuberculosis FBA, fluorescence read-out; inhibition, % at 1 µM; 360,000 tested, 2.3% active; in the data active = inhibition above about 27%;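 note: 0% = vehicle and 100% = reference inhibitor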
Target sequence (P9WQA3 whole entry, looked up): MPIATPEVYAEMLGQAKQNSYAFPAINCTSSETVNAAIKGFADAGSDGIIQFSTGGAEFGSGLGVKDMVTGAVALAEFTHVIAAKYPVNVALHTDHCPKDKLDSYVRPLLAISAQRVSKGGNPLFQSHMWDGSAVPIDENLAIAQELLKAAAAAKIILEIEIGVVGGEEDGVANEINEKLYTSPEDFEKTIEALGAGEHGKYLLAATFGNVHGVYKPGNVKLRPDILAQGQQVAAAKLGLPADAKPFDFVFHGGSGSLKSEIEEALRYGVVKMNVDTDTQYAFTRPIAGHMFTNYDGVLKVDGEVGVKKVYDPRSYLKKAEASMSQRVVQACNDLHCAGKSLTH
BoNT-F LC inh – BoNT F light chain protease inhibition; 360,000 tested, 0.22% active; inhibition, % at 10 µM; Multiplex microsphere protease cleavage assay, flow cytometry; AID 588497; in the data active = inhibition above about 35%, passing the limit was not always enough; inconclusive = no clear call, values can overlap the other calls; note: plate controls were buffer without enzyme for full effect and enzyme alone for no effect
PrPC surface inh – cell surface PrPC inhibition, primary TR-FRET screen; 370,000 tested, 0.43% active; inhibition, % at 13.8 µM; TR-FRET read-out; in the data active = inhibition above about 24%; note: 0% = median of the test wells and 100% = reference compound wells
The depositor's hits bear a star; ? = inconclusive; . = not tested or not shown; & = joins results of further samples. Cut-off read from the data, not from the text of the source, unless noted: active = inhibition above about 30%; inactive = the rest.

SMILES	GDH-TPI counter	Mtb BioA inh	CCHF vOTU inh	Mtb UGM inh	BoNT-A LC inh2	FadD28 binding	FBA Mtb inh	BoNT-F LC inh	PrPC surface inh
O=C1c2ccccc2NC(c2cccc(Cl)c2)N1N=C1CCCCCC1 (stereo not drawn)	5	-2.0	-15	-1.8	-0.3	-0.2	4	0	6
Cc1c(/C=N/O)c2ccccn2c1C(=O)c1ccc(F)cc1	14	-0.3	-4	-0.9	-4.2	3.3	2	-30	-16
O=C(C1=C[C@@H](C2CC2)C[C@@H](OCCCCO)O1)N1CCOCC1	-3	0.0&2.0	5	2.2	0.2	-1.7	-1	4	3
Cc1cc(Cl)ccc1NC(=O)/C=N/O	21	.	-7	-2.9	0.4	-2.7	-1	?	0
COc1cc(NS(=O)(=O)c2ccc(NC(=O)/C(=C\c3ccccc3OC)NC(=O)c3ccccc3)cc2)nc(OC)n1	14	0.5	0	-3.1	-1.0	-4.7	-3	0	3
COCCCNC(=O)C1CCCCN1S(=O)(=O)c1ccc(F)cc1 (stereo not drawn)	2	1.5	-5	-0.5	.	-1.5	2	.	-5
CCN(CC)S(=O)(=O)c1cccc(C(=O)Nc2ccc(C#N)cc2)c1	10	2.5	6	-2.7	-1.4	-1.6	-2	-4	13
O=[N+]([O-])c1ccc(Nc2ccccc2O)c2nonc12	8	4.3	14	3.2	2.8	-2.6	-15	?	-40
CC(OC(=O)c1oc2ccccc2c1CSC1CCCCC1)C(=O)NC(N)=O (stereo not drawn)	-7	0.2	-13	-1.7	0.7	-2.6	1	2	8
O=C(CNS(=O)(=O)Cc1ccccc1)NCc1ccccc1	0	-1.9	8	-0.2	0.9	-0.7	-1	-2	-3
O=C(CCC1COc2ccccc2O1)NC1CCCCC1 (stereo not drawn)	-9	-1.0	-1	-1.9	-0.4	1.9	-1	2	5
O=C(CCc1nnc(C2(c3ccc(Cl)cc3)CCC2)o1)NCCCn1cccn1	11	.	6	3.0	-0.5	-1.4	5	2	-10

Part of the list above, limited to FBA Mtb inh:
molecule,FBA Mtb inh
O=C(C1=C[C@@H](C2CC2)C[C@@H](OCCCCO)O1)N1CCOCC1,-1
Cc1cc(Cl)ccc1NC(=O)/C=N/O,-1
COc1cc(NS(=O)(=O)c2ccc(NC(=O)/C(=C\c3ccccc3OC)NC(=O)c3ccccc3)cc2)nc(OC)n1,-3
COCCCNC(=O)C1CCCCN1S(=O)(=O)c1ccc(F)cc1 (stereo not drawn),2

Next part:
SMILES	GDH-TPI counter	Mtb BioA inh	CCHF vOTU inh	Mtb UGM inh	BoNT-A LC inh2	FadD28 binding	FBA Mtb inh	BoNT-F LC inh	PrPC surface inh
COc1cc(OC)cc(C(=O)Nc2c(F)cccc2F)c1	-6	0.0	1	0.7	-0.1	-5.9	0	-5	2
COc1ccc(C(=O)NC(=S)NNC(=O)c2ccncc2)cc1Br	15	0.5	15	1.6	.	0.9	0	.	-2
C/C(N)=C(/C#N)C(=O)COC(=O)c1oc2ccccc2c1COC(C)C	-10	-0.7	0	-1.3	0.8	-3.3	0	-4	2
CCCNC(=O)c1c(O)c2c([nH]c1=O)CCCC2	4	-0.7	-8	-1.1	0.5	-2.5	-1	2	4
COCc1cc(=O)n2[nH]c(SC)nc2n1	-3	.	6	3.2	-1.3	0.1	-1	-22	12
CCc1ccc2c(COn3nnc4ccc(S(=O)(=O)N(C)C)cc43)cc(=O)oc2c1	5	-0.1	-1	2.8	-0.8	-0.2	4	-1	4
N#Cc1cnn(-c2cccc(Cl)c2)c1-n1cccc1	-1	.	11	0.3	0.4	-0.5	1	4	-5
CC1([N+](=O)[O-])COP(=O)(Nc2cccc(Br)c2)OC1 (stereo not drawn)	7	.	2	.	1.8	-16	3	25	10
S=C(Nc1ccc(Cl)cc1Cl)Nn1cnnc1	-2	-0.6	3	-2.9	-0.1	-2.5	-1	-3	-2
Cc1cccc2sc(NC(=O)c3ccc(Cl)s3)nc12	19	-1.1	-3	-0.8	-0.8	-0.7	5	-1	7
O=C(Nc1cccc(Cl)c1Cl)c1ccccc1OCC(=O)N1CCOCC1	0	-0.6	8	-0.4	-1.8	-1.8	4	-3	4
COC(=O)c1cc(OC)nc2ccc(Br)cc12	-4	.	-2	-0.1	-0.8	-1.1	3	0	5
COc1c(Br)cc([N+](=O)[O-])c(OC)c1C(=O)NC(=O)Nc1nc(C)cc(C)n1	8	.	1	-0.4	2.1	-0.8	1	?	-8
CC(C)(C)c1ccc(C2C(C(=O)c3ccco3)=C(O)C(=O)N2CC2CCCO2)cc1 (stereo not drawn)	15	-1.0	-3	0.3	-3.0	-4.3	1	-17	1
Cc1ccc2c(c1)N(C(=O)c1ccco1)C(C)(C)c1ssc(=S)c1-2	8	-2.8	-3	2.8	-0.8	-3.5	-8	-12	-8
O=C(COC(=O)c1ccc(O)cc1O)Nc1ccc2c(c1)OCCO2	-2	-1.2	2	-0.1	-1.0	-2.9	-1	-5	5
CC(OC(=O)COc1ccc(C#N)cc1)C(=O)c1ccccc1 (stereo not drawn)	13	2.5	5	-2.4	0.4	-1.7	4	-7	-7
COc1ccc(NC(=S)N(CCO)Cc2cc3c(C)cc(C)cc3[nH]c2=O)cc1	2	.	-2	1.3	-0.9	-0.8	1	1	-3
O=C(Oc1cccc([N+](=O)[O-])c1)N1CCCCC1	-4	.	0	0.1	-0.7	-1.0	2	-1	-5
Cc1ccc(-n2c(C)cc(C(=O)OCC(=O)N3CCOCC3)c2C)cc1	12	-1.7	2	2.6	-0.1	0.4	4	7	9
O=C(OCC(=O)N1CCOCC1)c1ccc(N2CCOCC2)c([N+](=O)[O-])c1	3	.	-4	0.9	0.4	-0.8	-4	0	2
NCC12CC3CC(CC(O)(C3)C1)C2	5	-0.6	2	-0.9	-0.1	-3.0	-4	2	-1
CCCCC(=O)N1C/C=C\[C@H](c2ccc(OC)cc2)N(Cc2ccc(F)cc2)C(=O)[C@@H]1C	4	-0.6	12	3.0	0.7	-0.9	-3	-2	0
CCN1CCCC1CNCc1cc(OC)c(OC)c(OC)c1 (stereo not drawn)	10	-1.6	4	3.9	-4.0	0.9	0	-6	-5
O=C(NN=Cc1cc([N+](=O)[O-])ccc1O)c1cccc2ccccc12	17	.	-14	.	-0.7	-4.3	-5	1	-1
COc1ccc(Nc2cc(Cl)ccc2C(=O)O)cn1	17	-0.8	-4	2.6	-2.9	0.4	1	10	-2
CN1C(=O)[C@@H]2[C@@H]3C[C@@H]([C@H]4ON=C(c5ccc(Cl)cc5Cl)[C@@H]34)[C@@H]2C1=O	1	.	-6	1.0	-0.8	-2.4	4	-6	-2
COc1ccc(C2/C=C\CN(Cc3ccco3)CC(=O)N2Cc2ccc(F)cc2)cc1 (stereo not drawn)	-2	0.3	-9	2.5	0.4	-1.4	-1	-11	1
CN=Cc1c(NC)nc2c(C)cccn2c1=O	13	-2.4	-5	.	-0.2	0.8	13	-1	1
Cn1c(CC(=O)Nc2ccccc2)nnc1SCC(=O)c1ccccc1	2	-0.1	8	1.2	0.2	-2.8	-3	2	-2
CCOC(=O)N1CCN(C(=O)Nc2ccc3nccnc3c2)CC1	15	0.7	-21	-3.7	-0.4	-0.7	5	1	-11
Cc1c(N(C)S(=O)(=O)c2cccc(C(=O)NCc3cccnc3)c2)c(=O)n(-c2ccccc2)n1C	-3	-0.3	13	.	0.1	-2.6	-2	6	9
O=C(COC(=O)c1ccc(N2CCCC2=O)cc1)c1ccc(OC(F)F)cc1	3	0.6	2	0.6	-0.5	-1.9	-3	3	0
Cc1c(CCOC(=O)c2ccc([N+](=O)[O-])cc2)sc[n+]1CC(=O)c1ccccc1	-4	.	9	-0.2	-0.9	-2.6	0	-10	-6
Cc1ccc(C(C)C)cc1OCCn1cncn1	7	-1.3	-12	1.8	1.2	-1.5	2	?	5
CCCN(CCC)C(=O)c1ccccc1C(=O)N(CCC)CCC	0	.	-13	3.9	-2.1	-3.9	-2	-15	9

Reformatted: 2 of the compounds above.
SMILES,GDH-TPI counter,Mtb BioA inh,CCHF vOTU inh,Mtb UGM inh,BoNT-A LC inh2,FadD28 binding,FBA Mtb inh,BoNT-F LC inh,PrPC surface inh
CC1([N+](=O)[O-])COP(=O)(Nc2cccc(Br)c2)OC1 (stereo not drawn),7,.,2,.,1.8,-16,3,25,10
COc1ccc(C2/C=C\CN(Cc3ccco3)CC(=O)N2Cc2ccc(F)cc2)cc1 (stereo not drawn),-2,0.3,-9,2.5,0.4,-1.4,-1,-11,1

(more compounds)
SMILES	GDH-TPI counter	Mtb BioA inh	CCHF vOTU inh	Mtb UGM inh	BoNT-A LC inh2	FadD28 binding	FBA Mtb inh	BoNT-F LC inh	PrPC surface inh
CCOc1ccc(S(=O)(=O)NCc2cccs2)cc1	7	0.0	-14	2.6	0.4	-1.2	2	-3	3
O=C(c1cccc(S(=O)(=O)N2CCOCC2)c1)N(CCc1ccccc1)Cc1ccccc1	9	0.8	-5	-1.3	1.5	-2.1	-2	5	-2
O=C1NCCN1C(=O)N(c1ccccc1)c1ccccc1	6	-1.5	7	-6.0	0.9	0.8	2	1	5
CC(=O)N(Cc1cc(=O)[nH]c2ccccc12)c1ccccc1C	10	-0.7	0	-0.5	1.7	.	0	-4	7
CNC(CC(C)C)C(=O)NC1C(=O)NC(CC(N)=O)C(=O)NC2C(=O)NC3C(=O)NC(C(=O)NC(C(=O)O)c4cc(O)cc(O)c4-c4cc3ccc4O)C(O)c3ccc(c(Cl)c3)Oc3cc2cc(c3OC2OC(CO)C(O)C(O)C2OC2CC(C)(N)C(O)C(C)O2)Oc2ccc(cc2Cl)C1O (stereo not drawn)	-9	-1.2	1	2.6	-0.7	-3.5	3	2	5
O=c1c2ccccc2nc(-c2ccccc2)n1-c1ccccn1	1	.	-5	7.8	-5.3	-3.1	-4	-35	2
Cc1c(NC(=O)Nc2ccc(C(C)(C)C)cc2)c(=O)n(-c2ccccc2)n1C	1	0.3	-2	2.6	1.9	-0.7	3	-14	7
O=C(Nc1ccc(C(=O)NCCCN2CCN(c3ccc(F)cc3)CC2)cc1)C1=CSCCO1	13	1.2	10	1.9	0.7	-1.7	5	-8	-10
CCCCCn1c(SC(C)C(C)=O)nc2c1c(=O)[nH]c(=O)n2C (stereo not drawn)	18	0.2	-2	2.6	-0.6	-2.0	4	-4	6
O=C(c1ccco1)N1CCN(/C(=N/S(=O)(=O)c2cccs2)c2ccccc2Cl)CC1	-10	3.2	3	2.7	-0.3	-6.0	-3	-1	-6
CC(=O)c1ccc(OCCCC(=O)Nc2cccc(S(=O)(=O)N(C)C)c2)cc1	8	.	6	1.2	-1.3	0.6	3	-12	3
CCCCN(Cc1ccccc1)C(=O)C1CCN(Cc2sccc2C)CC1	-4	.	15	2.9	0.6	-2.1	0	4	-15
COC(=O)[C@H]1[C@@H](C)N(Cc2ccccc2)C(=O)N[C@H]1c1ccccc1	5	-3.6	2	2.3	0.5	0.4	4	4	6
Cc1ccc(C)c(OCC(O)CN2CCC(CN3C(=O)c4cccc5cccc(c45)C3=O)CC2)c1 (stereo not drawn)	3	.	-1	0.6	2.5	-2.6	2	-3	-11
O=C(NCc1ccc(F)cc1)c1cc(C2CCCCN2C(=O)c2ccc3c(c2)CCO3)on1 (stereo not drawn)	2	-1.2	1	.	-0.1	0.9	-2	4	-3
COc1cc(Cl)c(C)cc1NC(=O)c1ccc2c(SCC(=O)O)c3c(nc2c1)CCCC3	3	.	7	-0.1	-0.3	-1.7	-2	-4	4
Clc1cccc(Cl)c1COc1ccncc1	0	.	-5	0.6	-0.9	-2.8	-1	6	4
Cc1cc(C)cc(NC(=S)NCCc2c[nH]c3ccccc23)c1	1	0.6	31*	2.4	-0.8	-1.3	-1	19	11
COc1cc(NC(=O)C(=O)Nc2ccc3nc4n(c(=O)c3c2)CCCCC4)cc(OC)c1OC	-18	.	-4	-0.9	-1.0	2.0	6	-1	-1
Cc1ccc(Cc2c(-c3ccc(C)cc3)nc3ccc(Br)cn23)cc1	-7	-4.0	22	.	1.5	-1.8	0	-4	20
O=C(C1CC1)N1CCc2cc(Br)cc(S(=O)(=O)NCc3ccco3)c21	15	2.1	-1	-0.6	0.4	-1.4	2	12	-2
CC(=O)N/C(=C\c1ccc(Br)s1)C(=O)O	6	.	.	0.6	-0.2	-2.3	-3	0	.
CN(C)S(=O)(=O)c1ccc(C(=O)N2CCC(c3nc4ccccc4o3)CC2)cc1	8	-0.3	-1	1.7	-0.9	-0.7	0	2	8
O=C(O)/C(=C\c1ccco1)NC(=O)c1ccco1	13	-0.6	-5	0.5	1.0	0.3	1	0	-12
